# GPR151 ag: activators of human GPR151; PathHunter beta-arrestin GPR151 cells, luminescence; activation, % at 11.2 µM; hit rate 1% among 650,000; AID 1508602; in the data active = activation above about 4.9%;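 also: 0% = median of compound wells and 100% = cells with positive control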
# Target sequence (Q8TDV0 whole entry, looked up): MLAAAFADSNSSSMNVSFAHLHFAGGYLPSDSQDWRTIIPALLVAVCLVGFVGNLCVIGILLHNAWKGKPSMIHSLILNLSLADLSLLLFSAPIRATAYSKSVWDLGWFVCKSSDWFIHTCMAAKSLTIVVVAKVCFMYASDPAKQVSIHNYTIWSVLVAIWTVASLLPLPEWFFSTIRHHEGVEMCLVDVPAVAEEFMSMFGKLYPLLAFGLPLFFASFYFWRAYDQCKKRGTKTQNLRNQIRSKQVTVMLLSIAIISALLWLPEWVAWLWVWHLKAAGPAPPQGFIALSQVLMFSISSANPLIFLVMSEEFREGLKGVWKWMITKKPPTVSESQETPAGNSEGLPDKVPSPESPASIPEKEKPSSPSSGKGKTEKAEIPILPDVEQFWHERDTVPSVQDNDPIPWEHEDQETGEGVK
# FBW7 activator: activators of human E3 ligase FBW7 | Q969H0 | AlphaScreen FBW7–phospho-cyclin E peptide binding, activator screen | normalized activity (activation), % at 26.1 µM | hit rate 0.13% among 650,000 | AID 1259310; in the data active = normalized activity above about 1.9%;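 also: purified mutant Fbw7 with reduced substrate affinity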
# Target sequence (Q969H0 whole entry, looked up): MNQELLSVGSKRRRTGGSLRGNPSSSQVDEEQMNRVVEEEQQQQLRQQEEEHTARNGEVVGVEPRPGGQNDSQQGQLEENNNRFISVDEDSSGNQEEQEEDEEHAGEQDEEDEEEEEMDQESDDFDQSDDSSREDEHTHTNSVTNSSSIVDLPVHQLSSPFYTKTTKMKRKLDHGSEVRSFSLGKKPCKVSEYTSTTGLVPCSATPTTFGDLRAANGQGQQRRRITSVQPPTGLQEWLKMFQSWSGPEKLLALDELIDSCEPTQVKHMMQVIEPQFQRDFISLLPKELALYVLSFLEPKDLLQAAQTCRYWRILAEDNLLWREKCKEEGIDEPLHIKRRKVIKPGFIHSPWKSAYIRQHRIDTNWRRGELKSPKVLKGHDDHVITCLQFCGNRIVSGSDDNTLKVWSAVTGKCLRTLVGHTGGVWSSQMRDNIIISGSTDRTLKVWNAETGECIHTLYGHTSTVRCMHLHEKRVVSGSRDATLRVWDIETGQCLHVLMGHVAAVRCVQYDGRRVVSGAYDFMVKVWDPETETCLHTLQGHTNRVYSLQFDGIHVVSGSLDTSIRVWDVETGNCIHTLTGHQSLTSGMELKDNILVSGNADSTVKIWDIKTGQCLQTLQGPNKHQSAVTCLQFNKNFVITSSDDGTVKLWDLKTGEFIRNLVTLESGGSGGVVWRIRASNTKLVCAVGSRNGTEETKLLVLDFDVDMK
# MITF inh: inhibitors of human MITF. O75030. AlphaScreen MITF homodimerization, bead proximity signal. inhibition, % at 2.6 µM. hit rate 0.91% among 650,000; in the data active = inhibition above about 50%;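 also: 0% = vehicle wells with protein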
# TEAD-YAP block: TEAD-YAP interaction inhibition; HEK-TIYL cells, TEAD-Gal4/YAP UAS-luciferase luminescence; inhibition, % at 9.12 µM; hit rate 1.4% among 640,000; AID 1259422; in the data active = inhibition above about 32%;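 also: 0% = median of test compound wells and 100% = reference inhibitor wells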
# Starred values were filed as active, the others as inactive.
SMILES,GPR151 ag,FBW7 activator,MITF inh,TEAD-YAP block
O=C(CCC1(Cc2ccco2)CCC(=O)N1)NCc1cc(-c2ccccc2)on1 (configuration not stated),1.1,0.1,-12,5
COc1ccc(NS(=O)(=O)c2ccc3c(c2)CCN3S(C)(=O)=O)cc1,1.9,0.9,-2,5
Cc1cc(C)c(S(=O)(=O)n2nc(C)c(Sc3ccc(Cl)cc3)c2C)c(C)c1,0.1,-0.1,6,11
O/C(=C(\C(=S)NCCN1CCOCC1)[n+]1ccccc1)c1ccc(Cl)s1,1.1,-0.1,6,4
NC(=O)c1cccc(-n2ncc3cc(Nc4ccccc4F)ccc32)c1,-0.1,-0.1,-4,-29
Cc1ccc(NC(=S)N(CCN2CCOCC2)Cc2ccccc2F)cc1Cl,0.0,0.5,25,3
COc1ccccc1C1(CC(=O)Nc2nccs2)CCOC(C(C)C)C1 (configuration not stated),0.0,0.1,9,9
CCCCOc1ccc(CO)cc1OC,1.4,2.1*,1,-5
CCN1CCSc2ccc(C(=O)NC3CCCC3)cc21,1.4,0.0,1,-7
NC(=O)CC[C@H](NC(=O)OCc1ccccc1)C(=O)OCc1ccc(Cl)cc1,2.8,-0.1,10,4
COc1ccc(Cc2cnc(NC(=O)COc3ccc(OC)cc3)s2)cc1,1.3,-0.2,7,5
CCCN1C2=NCCCN2c2ccccc21,0.3,0.1,-5,0
COCCOC(=O)C1=C(C)NC2=C(C(=O)CCC2)C1c1coc2ccccc2c1=O (configuration not stated),-1.2,0.1,6,-13
Cc1nc2c(-c3ccccc3)c(C)nn2c(N2CCC(O)CC2)c1C,-0.3,-0.1,10,-7
O=C(Nc1ccccc1)C1CC12CCN(C(=O)CSc1ccccn1)CC2 (configuration not stated),0.5,0.1,0,-8

# Reprinted from the part before: two compounds, followed by the next part.
SMILES,GPR151 ag,FBW7 activator,MITF inh,TEAD-YAP block
Cc1nc2c(-c3ccccc3)c(C)nn2c(N2CCC(O)CC2)c1C,-0.3,-0.1,10,-7
O=C(Nc1ccccc1)C1CC12CCN(C(=O)CSc1ccccn1)CC2 (configuration not stated),0.5,0.1,0,-8
CCC(=O)N1N=C(c2ccc(NS(=O)(=O)CC)cc2)CC1c1ccc(OC)cc1 (configuration not stated),-0.2,-0.1,-8,-11
Cc1ccc(-c2cccc3cnc(Nc4ccc(-n5cnc(-c6ccccn6)n5)cc4)nc23)cn1,-0.3,5.7*,28,28
Cn1c(Sc2ccc3ccccc3n2)nc2c1c(=O)[nH]c(=O)n2C,-0.3,-0.1,-15,1
Cc1nn(C)c(C)c1S(=O)(=O)N(CC(=O)N1CCOCC1)c1ccc(C(C)C)cc1,1.3,1.0,14,-10
CC(=O)c1ccc(Nc2c(-c3ccccc3)c(=O)c2=O)cc1,5.4*,0.4,23,8
COc1ccc(C2C=C(c3ccc(Br)cc3)Nc3nnnn32)cc1OC (configuration not stated),0.4,0.0,4,-6
O=C(NC(=S)Nc1nc2ccccc2s1)c1cc([N+](=O)[O-])ccc1N1CCOCC1,-1.2,-0.1,-7,-6
CCN(CC)C(=O)C1CCCN(c2nc(N)c3ncn(-c4ccsc4)c3n2)C1 (configuration not stated),0.3,0.0,2,51*
CCN(Cc1ccccc1)C(=O)CCc1nnc(CCCc2ccccc2)o1,0.8,0.1,-10,-3
COc1cccc(Oc2ccc(S(=O)(=O)N3CCOCC3)cc2[N+](=O)[O-])c1,-1.0,-0.3,-3,-11
CN(C)C(c1cccc([N+](=O)[O-])c1)c1nnnn1-c1cccc(Cl)c1 (configuration not stated),-1.0,0.0,-103,1
COc1ccc(CNc2nc3ccc(-c4ccncc4)cc3s2)cc1,-0.4,60*,30,-40
CCOC(=O)c1cccc(N(Cc2ccccc2)S(=O)(=O)c2ccc(F)cc2)c1,-0.7,0.7,2,7
O=[N+]([O-])c1cc(Sc2ccc(Cl)cc2)c2c(C3OCCO3)noc2c1,-0.5,-0.1,7,8
Cc1cc(OCC(=O)Nc2cccc([N+](=O)[O-])c2)ccc1Cl,0.4,0.0,12,-23
COc1ccc(C(=O)N=c2sc3cccc(OC)c3n2C)cc1OC,0.4,0.0,-1,-6
C=CCOc1ccc(/C=C2\SC(=S)N(C(C)C(=O)O)C2=O)cc1 (configuration not stated),3.2,-0.3,-12,-8
CCOc1ccc(NC(=O)C(C)Sc2nnc(C)n2Cc2ccccc2)cc1 (configuration not stated),-2.0,0.3,8,8
Cc1nc(N2CCC(C(=O)NC(C)CO)CC2)nc2ccccc12 (configuration not stated),-0.7,0.0,-5,-4
Cc1ccc2cc3c(nc2n1)CCN(S(=O)(=O)c1cccc2cccnc12)C3,-0.1,0.2,7,5
Cc1nn(CC(=O)N2CCCCC2)c(=O)c2nccn12,0.9,0.0,14,0
CCOc1ccc(C(=O)NC(=S)Nc2ccccc2C(N)=O)cc1Cl,-1.1,-0.2,15,-18
CC1CCN(CCCNS(=O)(=O)c2ccc3c(c2)oc(=O)n3C)CC1,-0.9,0.0,19,-6
COCCn1c(=NC(=O)c2ccccc2S(C)(=O)=O)sc2cc(C)ccc21,0.2,0.0,6,-1
COc1ccc(Cl)cc1NC(=O)c1c(NCc2ccc(C)o2)sc2c1CCCC2,-0.4,0.2,4,6
O=C(CSc1ccc(-c2ccccn2)nn1)Nc1cccc([N+](=O)[O-])c1,-0.2,-1.8,27,-16
O=C1NC(=S)S/C1=C\c1ccc(N2CCCC2)cc1,-0.8,-0.3,9,-14
O=C(CCCn1c(=S)[nH]c2cc3c(cc2c1=O)OCO3)N1CCN(c2ccccc2)CC1,-1.5,1.0,10,8
Cc1cc(C)c(NC(=O)CCCSc2nnc(N)s2)c(C)c1,-0.1,0.0,-5,-4
CCCCN(C)CCNC(=O)CCn1nc(-c2ccc(C)cc2)ccc1=O,-0.4,0.8,0,1
COCCNC(=O)c1cc(Sc2ccc(F)cc2)nc2ccccc12,-0.6,0.4,-1,-2
Cn1cccc1Cc1nnc(SCC(=O)Nc2cccc(Cl)c2)n1C,-0.6,0.7,16,-4
Cc1ccc(Cl)cc1NC(=O)/C(=C\c1ccc(N(C)C)cc1)NC(=O)c1ccccc1Br,0.5,0.2,12,4
COC(=O)c1ccccc1NC(=O)c1ccc(OC)c(Br)c1,0.3,0.2,6,-1
O=C1CC(Cc2ccccc2)C(=O)N1CCCn1ccnc1 (configuration not stated),1.2,0.0,15,8
COc1ccc(C(C)(C)C)cc1NC(=O)c1ccc2c(c1)NC(=O)C(C)S2 (configuration not stated),-1.1,-0.3,-8,0
COc1ccc(N(C)C(=O)c2cnc(N3CCN(c4ccccc4OC)CC3)c3ccccc23)cc1,-1.5,0.0,-3,6
COc1ccc(-c2nnn(CC(=O)Nc3cnc4ccccc4c3)n2)cc1OC,0.6,-0.2,1,2
C/C(=N\N=C\c1ccccc1O)c1ccccc1O,-0.3,-0.1,-8,-9
CCOC(=O)C1=C(COc2ccc(F)cc2)NC(=O)NC1c1cccc([N+](=O)[O-])c1 (configuration not stated),0.3,0.0,-10,-11
COc1ccc(C2NC(C(=O)O)Cc3c2[nH]c2ccccc32)c(OC)c1 (configuration not stated),-1.1,0.0,-1,7
CC(=O)C1=NN(c2ccccc2Cl)C2C(=O)N(c3ccccc3)C(=O)C12 (configuration not stated),0.3,0.0,0,2
Cc1ccc(/C=C2/SC(=S)N(CC(=O)Nc3cccc(O)c3)C2=O)cc1,3.3,0.0,3,-11
Cn1c(SCc2ccc(C#N)cc2)nnc1-c1ccccn1,0.4,-0.1,-5,4
O=C(CCCCCn1c(=S)[nH]c2ccc(Br)cc2c1=O)N1CCN(c2ccc(F)cc2)CC1,-0.8,0.1,0,-3

# Sorted by SMILES length (smallest number first): 4 of the compounds above
SMILES,GPR151 ag,FBW7 activator,MITF inh,TEAD-YAP block
C/C(=N\N=C\c1ccccc1O)c1ccccc1O,-0.3,-0.1,-8,-9
COCCNC(=O)c1cc(Sc2ccc(F)cc2)nc2ccccc12,-0.6,0.4,-1,-2
COc1ccc(N(C)C(=O)c2cnc(N3CCN(c4ccccc4OC)CC3)c3ccccc23)cc1,-1.5,0.0,-3,6
O=C(CCCCCn1c(=S)[nH]c2ccc(Br)cc2c1=O)N1CCN(c2ccc(F)cc2)CC1,-0.8,0.1,0,-3

# Next section:
SMILES,GPR151 ag,FBW7 activator,MITF inh,TEAD-YAP block
CCCCC(=O)Nc1ccc(NC(=O)c2ccc(F)cc2)nc1,1.0,0.1,15,-62
COc1ccc(NC(=O)c2n[nH]c3ccccc23)c(OC)c1,-0.6,-0.2,6,-73
CCOc1ccc(NC2=Nc3cccc4cccc2c34)cc1,0.3,-0.2,19,-14
COc1ccc(C(=O)NNC(=O)C(=O)Nc2ccc(OC)cc2OC)cc1,0.4,0.1,-1,-5
CCOC(=O)c1cc(CC)sc1/N=C/c1c(C)[nH]n(-c2ccc(C)cc2)c1=O,-2.1,0.2,7,10
CCOC(=O)N1CCN(C(=O)c2sc3ncn(CC(=O)N(CC)CC)c(=O)c3c2C)CC1,0.2,0.0,1,2
CCOc1ccc2nc(NC(=O)c3ccc(-c4ccccc4)cc3)sc2c1,2.2,0.4,9,6
Cc1cc(C)n2nc(SCc3c(C)noc3C)nc2n1,-0.3,-0.1,-11,1
COc1cc(Br)ccc1OCC(=O)N/N=C/c1ccccc1Cl,0.4,-0.1,-3,7
Cc1cc(C)c2nc(-n3nc(C)cc3N)cc(C)c2c1,-0.7,0.1,8,-65
COc1ccc2c(c1)OCC(Cc1ccc(OC)c(OC)c1)C2=O (configuration not stated),1.5,0.7,-1,48*
CCOC(=O)c1c(NC(=O)C(C)Sc2nnc(CNC(=O)c3ccc(OC)c(OC)c3)n2-c2cc(C)ccc2C)sc2c1CCC2 (configuration not stated),2.1,-0.1,-8,-2
CCOC(=O)c1c(-c2ccc(OC)cc2)csc1NC(=O)C(C)(C)C,-0.9,-0.1,-17,2
COC(=O)/C(O)=C/C(=O)c1cccs1,-2.5,-0.1,10,-61
C/C(=N/NC(=O)CNC(=O)c1ccccc1F)c1ccc2c(c1)OCCO2,-0.5,0.0,1,-3
CC(C)(C)CN1CCCC(C(=O)Nc2ccc(-c3ccn[nH]3)cc2)C1 (configuration not stated),0.4,-0.1,6,3
O=C(NCc1ccccn1)c1cc(-n2cnnc2)ccc1Cl,-0.6,-0.2,-4,-4
CCn1c(=O)c2c(nc3n(C4CCCCC4)c(C)cn23)n(C)c1=O,0.5,0.2,-4,6
Cc1ccccc1C(=O)NC1(C(F)(F)F)N=C2SCCN2C1=O (configuration not stated),-1.0,0.1,-9,-5
COc1cccc2cc(C(=O)N3CCN(c4cc(C)ccc4C)CC3)c(=O)oc12,0.5,0.2,-14,-6
Cc1cccc(N2CCN(C(=O)C3CCN(Cc4cccnc4)CC3)CC2)c1C,0.3,-0.1,35,-5
CCn1cc(CCC(=O)NCc2cccc(OC)c2OC)c2ccccc21,-0.7,-0.2,-2,6
CCOC(=O)C1=C(C)N=c2s/c(=C\c3ccc(OCC#N)cc3)c(=O)n2C1c1ccccc1 (configuration not stated),0.3,0.6,11,5
CC(=O)c1cccc(-c2cnc(Nc3ccc(C)cc3)c3nccn23)c1,-0.4,-0.5,20,-1
O=C(Cn1c2c(c(-c3ccccc3Cl)cc1=O)CCC2)NC1CCCC1,3.0,0.2,15,-3
CC1CC(C)CN(S(=O)(=O)c2ccc(Sc3ccc(F)cc3)c(C(=O)NCCC3=CCCCC3)c2)C1 (configuration not stated),2.8,0.0,-3,-9
NC(=O)Cn1nnc(-c2ccccc2F)n1,1.6,-0.1,-10,0
COC(=O)c1ccc(C2C=C(c3cccc(OC)c3)Nc3nnnn32)cc1 (configuration not stated),0.2,0.0,1,-49
Cc1nn(Cc2cccnc2)c(=O)n2cccc12,-0.3,-0.1,-5,-11
Cc1cc(C)cc(NC(=O)Cn2nnc(-c3nc(-c4ccncc4)no3)c2N)c1,-0.5,-0.2,-4,4

# 3 records picked at random from the list so far, as already listed:
SMILES,GPR151 ag,FBW7 activator,MITF inh,TEAD-YAP block
NC(=O)Cn1nnc(-c2ccccc2F)n1,1.6,-0.1,-10,0
CC(C)(C)CN1CCCC(C(=O)Nc2ccc(-c3ccn[nH]3)cc2)C1 (configuration not stated),0.4,-0.1,6,3
COC(=O)c1ccc(C2C=C(c3cccc(OC)c3)Nc3nnnn32)cc1 (configuration not stated),0.2,0.0,1,-49

# Carrying on.
SMILES,GPR151 ag,FBW7 activator,MITF inh,TEAD-YAP block
COc1ccccc1-c1nnc(SC/C(O)=C(\C#N)c2nc3ccccc3[nH]2)n1N,0.8,-0.2,4,-4
CCc1cccc(C)c1NC(=O)CSc1nnc2ncccn12,2.4,0.0,3,1
CCOC(=O)c1c(C(C)(C)C)oc2ccc(OCC#N)cc12,-1.0,0.1,5,13
CN(C)c1cccc(-c2nnc(SCCCC#N)o2)c1,1.1,0.1,-12,-15
C[C@@H]1CN(C(=O)C2CC23CCN(C/C(Cl)=C/c2ccccc2)CC3)C[C@H](C)O1 (some centres not stated),-1.5,0.3,7,10
COC(=O)c1ccc(N)cc1OC,0.2,0.4,16,-15
O=c1/c(=C/c2ccccc2F)sc2nc(-c3ccco3)nn12,-0.1,0.0,8,-9
COc1ccc(-n2c(C)cc(/C=C3\SC(=S)NC3=O)c2C)cc1,-1.8,-0.3,4,9
CCOC(=O)C1CCCN(CC(=O)N2CCCc3c2c(=O)oc2ccc(O)cc32)C1 (configuration not stated),-0.5,-0.1,-9,4
CCCCNS(=O)(=O)c1ccc(NC(=O)c2ccccc2Cl)cc1,0.6,0.1,-8,-6
Cc1ccc2cc(C#N)c(SCC(=O)Nc3nc(C)cs3)nc2c1,-1.1,-0.1,-1,-45
Cc1ccc(C2CC(C(F)(F)F)n3ncc(C(=O)NCc4ccco4)c3N2)cc1 (configuration not stated),-0.3,-0.2,-3,2
O=C(O)c1ccc(Oc2cccc(N3C(=O)c4ccccc4C3=O)c2)cc1C(=O)O,-0.1,0.1,2,-13

# Screens from PubChem.
